Screening data deposited in PubChem by several laboratories.
MRP reversal: compounds reversing MRP-mediated drug resistance | H69AR cells + 2 uM doxorubicin, CellTiter-Glo, 72 h | differential viability (reversal), % at 10 µM | 85,000 tested, 0.04% active;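 active = viability drop by adding the cancer drug above about 55%, with treated viability meeting a 40% cutoff, limit read from the data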;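 also: viability without doxorubicin minus viability with 2 µM doxorubicin for each compound; larger differential means the compound sensitizes cells more to doxorubicin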
Bcl-B TR3 displacers: displacers of TR3 peptide from Bcl-B, primary screen, selectivity assay for Bfl-1 inhibitor project, biochemical, fluorescence polarization. one-dose displacement, % at 20 µM; IC50 in µM for titrated hits. 96,000 tested, 0.11% active. FP displacement of FITC-TR3 peptide from Bcl-B; higher % means a stronger effect;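 active = displacement above 50% at 20 µM plus a fluorescence interference ratio under 1.5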;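 also: plate controls were wells without compound for no effect and wells lacking Bcl-B protein for full effect; a part of the inactive calls stands beside numbers as strong as those of hits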
PLAP inhibition: PLAP enzyme inhibitors, biochemical, luminescence, HTS (AID 690) | purified PLAP, luminescent substrate; higher % means a stronger effect | inhibition, % at 20 µM; hits with a dose series show IC50 in µM | 96,000 tested, 0.08% active; in the data active = a potency from the dose series; inactive = the rest, 99 in 100 with inhibition below about 30%; also: strong numbers were not always called active
NFkB transloc pot: enhances IL-1B driven NFkB nuclear translocation. HUVEC IL-1B NFkB p65 nuclear translocation imaging. activation, % at 2 µM. 94,000 tested, 0.3% active. AID 819;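 active = activation above 40%, about the mean plus 3 SD, also judged a hit on visual image review; inconclusive = activation above 40% but not a hit on visual review; inactive = activation not above 40% and no visual hit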;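 also: percent activation is computed from the nuclear over cytoplasmic p65 intensity ratio; values of inactives mirror those of a sister screen read the other way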
NFkB transloc inh: blocks IL-1B driven NFkB nuclear translocation in HUVEC cells. HUVEC IL-1B NFkB p65 nuclear translocation imaging. inhibition, % at 2 µM. AID 796. 94,000 tested, 0.43% active;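 active = inhibition above about 30% together with a positive call from visual inspection of the well image, limit read from the data; inconclusive = inhibition above a set limit but visual check negative; inactive = inhibition not above a set limit, visual check negative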;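 also: nuclear over cytoplasmic p65 intensity ratio measured by imaging; 0% = IL-1B stimulated DMSO wells and 100% = unstimulated DMSO wells; values of inactives mirror those of a sister screen read the other way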
MRP reversal cytotoxicity: recorded beside MRP reversal, whose call it bears; viability, %; H69AR cells, CellTiter-Glo, 72 h; measured here: cytotoxicity without doxorubicin
MRP reversal with doxorubicin: second read-out of MRP reversal, no call of its own (marks repeat the call); viability, %; measured here: viability with 2 uM doxorubicin; hits give low values
NFkB transloc inh cell count 2 µM: second read-out of NFkB transloc inh, no call of its own (marks repeat the call); cell count; measured here: cells passing quality filter;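 raw number of nuclei counted in each imaged well without normalization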
NFkB transloc pot cell count 2 µM: also measured in NFkB transloc pot; calls as there; cell count; measured here: cells passing quality filter
An asterisk follows results filed as active; ? = inconclusive; / = no result given.

SMILES	MRP reversal	MRP reversal cytotoxicity	MRP reversal with doxorubicin	Bcl-B TR3 displacers	PLAP inhibition	NFkB transloc pot	NFkB transloc pot cell count 2 µM	NFkB transloc inh	NFkB transloc inh cell count 2 µM
Cn1c(-c2sccc2OCc2ccccc2)n[nH]c1=S	/	/	/	-0.4%	-0.2%	13.5	177	-13.5	177
Cc1ccc(-c2nc(N/N=C/c3ccccc3[N+](=O)[O-])c3ccccc3n2)cc1	/	/	/	-1.5%	5.8%	0.6	130	-0.6	130
O=C(O)CCCC(=O)Nc1ccc(Br)cc1C(=O)O	-9.2	95.8	105.0	/	/	-1.2	137	1.2	137
Cn1cccc1C(=O)C(=O)Nc1ccccc1	/	/	/	6.9%	11.5%	-3.5	140	3.5	140
COC(=O)c1[nH]c2cc(OC)ccc2c1N	-6.6	102.8	109.4	-5.2%	-2.4%	-0.7	166	0.7	166
O=S(=O)(NC1CCCCC1)c1ccc(F)c2ccccc12	20.6	86.6	66.0	5.9%	26.7%	6.3	164	-6.3	164
Cc1cc2c3nonc3ccc2n1-c1ccccc1	/	/	/	1.7%	-6.5%	3.9	130	-3.9	130
COc1cccc(OC)c1C(=O)Nc1nc2ccc(S(C)(=O)=O)cc2s1	-7.0	93.5	100.5	-8.8%	11.9%	-5.9	139	5.9	139
O=C(O)Cc1ccc(C(=O)c2ccccc2)s1	11.2	92.4	81.2	-1.5%	-15.8%	-7.1	93	7.1	93
COCC(C)n1c(SCC(=O)N2CCCCC2)nc2ccccc2c1=O (stereo unspecified)	-0.8	93.9	94.8	11.2%	-73.6%	/	/	/	/
CCCn1c(SCC(=O)c2cc(OC)ccc2OC)nnc1C(C)C	-0.1	77.8	77.9	9.5%	-39.2%	1.3	106	-1.3	106
CN(C)S(=O)(=O)c1ccc(Cl)c(C(=O)NCc2ccco2)c1	9.4	91.3	81.9	-13.6%	-17.8%	9.0	157	-9.0	157
CCn1c(=O)n(CC)c2cc(S(=O)(=O)Nc3c(C)cccc3C)ccc21	3.7	84.8	81.1	6.2%	-2.6%	-8.2	127	8.2	127
COC(=O)c1ccccc1NC(=O)Cn1c(CCC(=O)O)ccc1-c1cccs1	7.8	96.4	88.7	8.3%	-56.7%	15.2	148	-15.2	148
COc1ccc(CCNC(=O)c2ccc(Cl)cc2Cl)cc1	/	/	/	2.5%	22.3%	0.5	135	-0.5	135
Cc1cc(NC(=O)c2ccc3c(c2)OCO3)ccc1NC(=O)c1ccco1	16.8	94.2	77.4	/	/	-7.6	133	7.6	133
COc1ccc(OC)c(C(=O)COC(=O)C2CC3CCCC(C2)C3=O)c1 (stereo unspecified)	9.6	98.2	88.7	-12.3%	-0.5%	12.9	83	-12.9	83
Nc1ccc(-c2nnc(-c3ccc(-c4ccccc4)cc3)o2)cc1	0.9	55.0	54.1	-0.6%	14.4%	11.4	106	-11.4	106
O=C(c1cc2ccccc2oc1=O)N(Cc1ccco1)CC1CCCO1 (stereo unspecified)	-3.2	89.0	92.2	13.9%	1.0%	4.4	90	-4.4	90
COc1cccc(C(=O)Nc2ccc(-c3nc4ccccc4o3)c(O)c2)c1	-5.4	9.5	14.9	-14.5%	-48.7%	/	/	/	/
C=CCNC(=O)COc1ccc(Br)cc1Cl	9.5	94.2	84.6	0.9%	-19.4%	-3.1	126	3.1	126
COc1ccc(-n2cnc3ccccc32)cc1	3.3	81.9	78.6	-15.7%	1.0%	4.1	176	-4.1	176
CCNc1nc(Oc2ccc(Cl)cc2Cl)cc(C(F)(F)F)n1	/	/	/	-3.3%	-7.3%	-1.7	122	1.7	122
COC(=O)C(NC(=O)c1ccccc1Cl)(Nc1ncc(S(=O)(=O)c2ccc([N+](=O)[O-])cc2)s1)C(F)(F)F (stereo unspecified)	/	/	/	2.4%	-43.3%	11.4	152	-11.4	152
O=S(=O)(c1ccccc1)c1nc(-c2ccccc2)oc1NCc1cccnc1	9.8	93.8	84.0	8.5%	3.6%	12.4	95	-12.4	95

Retrieved by structure from the list above:
SMILES	MRP reversal	MRP reversal cytotoxicity	MRP reversal with doxorubicin	Bcl-B TR3 displacers	PLAP inhibition	NFkB transloc pot	NFkB transloc pot cell count 2 µM	NFkB transloc inh	NFkB transloc inh cell count 2 µM
CCNc1nc(Oc2ccc(Cl)cc2Cl)cc(C(F)(F)F)n1	/	/	/	-3.3%	-7.3%	-1.7	122	1.7	122
O=C(c1cc2ccccc2oc1=O)N(Cc1ccco1)CC1CCCO1 (stereo unspecified)	-3.2	89.0	92.2	13.9%	1.0%	4.4	90	-4.4	90
Cc1cc(NC(=O)c2ccc3c(c2)OCO3)ccc1NC(=O)c1ccco1	16.8	94.2	77.4	/	/	-7.6	133	7.6	133
COc1cccc(OC)c1C(=O)Nc1nc2ccc(S(C)(=O)=O)cc2s1	-7.0	93.5	100.5	-8.8%	11.9%	-5.9	139	5.9	139
COc1ccc(-n2cnc3ccccc32)cc1	3.3	81.9	78.6	-15.7%	1.0%	4.1	176	-4.1	176

Further results follow.
SMILES	MRP reversal	MRP reversal cytotoxicity	MRP reversal with doxorubicin	Bcl-B TR3 displacers	PLAP inhibition	NFkB transloc pot	NFkB transloc pot cell count 2 µM	NFkB transloc inh	NFkB transloc inh cell count 2 µM
CC1(C)Cc2c(c(N3CCOCC3)nc3sc4c(=O)[nH]cnc4c23)CS1	-8.9	42.7	51.6	4.7%	-9.1%	-0.8	61	0.8	61
CCC(=O)Nc1ccc(NC(=O)C23CC4CC(CC(C4)C2)C3)cn1	/	/	/	18.0%	7.6%	9.2	130	-9.2	130
O=c1o[nH]c(-c2ccccc2)c1C1=NCCCCC1	3.4	87.9	84.5	0.1%	/	3.7	88	-3.7	88
CCN(CC)CC(O)Cn1c2ccccc2c2ccccc21 (stereo unspecified)	-8.0	75.9	83.9	0.8%	18.2%	9.7	82	-9.7	82
O=C(CCN1c2ccccc2Sc2ccccc21)OCc1nnc(-c2ccccc2)o1	10.2	86.8	76.6	-16.5%	-54.8%	/	/	/	/
CCOC(=O)c1[nH]c(C)c(/C(O)=C2\C(=O)C(=O)N(CCN(C)C)C2c2cccc(OC)c2OC)c1C (stereo unspecified)	-13.6	90.2	103.9	7.8%	-68.9%	?	/	-89.4	175
CCC(CC)c1nnc(NC(=O)c2c(C)nn(Cc3ccccc3Cl)c2C)s1	5.3	72.2	67.0	-1.0%	-27.0%	6.3	137	-6.3	137
Cc1cc(C)cc(CC2CC(=O)N(c3ccc4c(c3)OCCO4)C2=O)c1 (stereo unspecified)	12.4	106.0	93.6	-3.2%	5.2%	-10.1	125	10.1	125
Cc1ccn2c(-c3csc(NCc4ccccc4)n3)c(C)nc2c1	-24.4	21.5	45.9	/	/	6.5	171	-6.5	171
CC1Cc2nc(SCC(=O)Nc3ccc4c(c3)OCCO4)n(C)c(=O)c2S1 (stereo unspecified)	-10.8	76.7	87.5	0.1%	-7.8%	-3.9	108	3.9	108
COc1ccc(-c2[nH]c(-c3ccc4c(c3)OCO4)nc2-c2ccccc2)cc1	/	/	/	-3.4%	7.6%	0.0	131	0.0	131
CN(C)c1cc[n+](Cc2ccccc2)cc1	5.8	82.5	76.8	-8.7%	23.4%	/	/	/	/
Cc1nc2nc3c(c(=O)n2[nH]1)CCC3	/	/	/	-4.8%	16.8%	/	/	/	/
Cc1nc(CN2CCN(C(=O)c3ccc(C(C)(C)C)cc3)CC2)cs1	8.6	101.0	92.4	-4.1%	-62.2%	-8.3	168	8.3	168
CCn1cc(C(=O)NC2CCCCC2)c(=O)c2ccc(C)nc21	0.5	89.1	88.5	2.2%	7.5%	-10.1	161	10.1	161
CCCOC(=O)c1ccc(NC(=O)C2C3C=CC(O3)C2C(=O)O)cc1 (stereo unspecified)	-2.0	107.8	109.8	4.4%	-26.6%	/	/	/	/
CCC(C)Sc1nc(O)c(Cc2ccccc2)c(=O)[nH]1 (stereo unspecified)	15.2	107.3	92.1	3.7%	-45.9%	-2.5	169	2.5	169
O=C(C/C=N/OCc1c(Cl)cccc1Cl)c1cnc(-c2ccccc2)s1	/	/	/	-2.7%	-1.0%	0.7	172	-0.7	172
CCOC(=O)N1CCC(N(CCOC)C(=O)Nc2ccc(C)c(C)c2)CC1	-25.6	44.7	70.2	-7.3%	-51.4%	-5.1	147	5.1	147
COc1ccc(S(=O)(=O)N(CC(=O)N2CCOCC2)c2cc(Cl)ccc2OC)cc1OC	2.6	84.0	81.4	5.8%	-50.2%	/	/	/	/
Nc1nc(-c2ccc3c(c2)CCCC3)cs1	-18.2	84.1	102.2	8.5%	-1.8%	/	/	/	/
COc1ccc(Nc2nc(C(=O)NCCCN3CCOCC3)cs2)cc1	14.5	89.9	75.4	7.0%	-54.1%	24.1	100	-24.1	100
CCc1nnc(NC(=O)C2CCN(C(=O)NC3CCCCC3)CC2)s1	4.2	94.8	90.6	7.0%	1.5%	-2.7	139	2.7	139
CCCCc1nnc(NC(=O)CCSc2ccccc2)s1	-1.3	87.5	88.8	-10.1%	-12.7%	1.1	151	-1.1	151
Cc1ccccc1C1NC(=O)Cc2ccccc21 (stereo unspecified)	-0.4	90.7	91.1	3.4%	17.3%	2.1	139	-2.1	139

A few values from the list:
Value of `Cc1cc(C)cc(CC2CC(=O)N(c3ccc4c(c3)OCCO4)C2=O)c1` (stereo unspecified) in MRP reversal with doxorubicin: 93.6
Value of `CCn1cc(C(=O)NC2CCCCC2)c(=O)c2ccc(C)nc21` in MRP reversal cytotoxicity: 89.1
Value of `CCc1nnc(NC(=O)C2CCN(C(=O)NC3CCCCC3)CC2)s1` in NFkB transloc inh cell count 2 µM: 139

(continued)
SMILES	MRP reversal	MRP reversal cytotoxicity	MRP reversal with doxorubicin	Bcl-B TR3 displacers	PLAP inhibition	NFkB transloc pot	NFkB transloc pot cell count 2 µM	NFkB transloc inh	NFkB transloc inh cell count 2 µM
COc1ccc(O)c(/C=N/c2sc(C)c(C)c2C#N)c1	-26.3	70.4	96.8	-298.2%	21.1%	-4.6	209	4.6	209
O=C(O)c1cccc(C(=O)O)n1	0.7	99.7	99.0	3.0%	-35.5%	-12.1	111	12.1	111
CCn1c(SCC(=O)N2CCN(c3ccccc3F)CC2)nnc1-c1ccoc1C	12.7	102.4	89.7	-9.0%	-67.0%	5.6	151	-5.6	151
CC1(C)Cc2nc(NCCN3CCOCC3)c(C#N)cc2CO1	1.0	90.0	89.1	-8.9%	-1.7%	9.9	104	-9.9	104
CCNc1nc(Oc2c(Cl)cccc2Cl)cc(C(F)(F)F)n1	/	/	/	-1.5%	6.0%	-3.0	193	3.0	193
CCOC(=O)C1=C(C)NC(=O)NC1c1ccsc1 (stereo unspecified)	14.8	101.8	87.0	8.4%	8.8%	-14.7	58	14.7	58
O=C(c1ccc(CS(=O)(=O)c2ccc(Br)cc2)o1)N1CCCC1	15.1	95.9	80.8	-5.4%	14.0%	/	/	/	/
CC1(C)CC(=O)C2=C(C1)Nc1ccccc1N1C(=O)c3ccccc3C21 (stereo unspecified)	-12.2	88.6	100.8	8.5%	7.4%	-5.6	134	5.6	134
COC(=O)c1cc(-c2ccc(Br)cc2)n[nH]1	-14.8	101.8	116.7	0.1%	-37.4%	-7.1	169	7.1	169
COC(=O)C(CCSC)NC(=O)CNS(=O)(=O)c1ccc(F)cc1 (stereo unspecified)	/	/	/	-7.1%	1.5%	-1.2	106	1.2	106
COc1ccc(N2C(=O)CSC2c2ccc3c(c2)OCO3)cc1 (stereo unspecified)	5.1	84.7	79.6	5.8%	12.3%	-4.7	90	4.7	90
Clc1ccc(C(c2nnnn2C2CCCC2)N2CCN(c3nc4ccccc4s3)CC2)cc1 (stereo unspecified)	-24.3	53.6	77.9	/	/	-9.7	167	9.7	167
COc1ccc(-c2ccc(-c3noc(-c4ccccc4F)n3)c(OC)n2)cc1	3.0	68.1	65.0	-20.2%	14.9%	0.4	152	-0.4	152
CCCn1c(SCC(=O)Nc2ccccc2Oc2ccccc2)n[nH]c1=O	-37.6	51.7	89.3	11.0%	-67.2%	2.4	187	-2.4	187

This is a subset. The share of hits here may be higher or lower than overall.
